CD40 NFkB inh – inhibitors of CD40-induced NF-kB signaling, primary screen, BL2 cells, luciferase reporter, single point. inhibition, % at 10 µM. CD40L-induced, 4 h. 0.94% of 83,000 active;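 active = mean inhibition of at least 50% with a set share of replicates also reaching that level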;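 note: 0% = neutral control wells and 100% = IKK inhibitor VII at 50 µM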
Starred values were filed as active, the others as inactive; [ ] = dose if it differs, or a comment.

SMILES	CD40 NFkB inh
COc1cccc(N2CC(NS(=O)(=O)c3cccnc3)CC2=O)c1 (stereo not drawn)	4.3
CC(OC(=O)c1cccc(NS(C)(=O)=O)c1)C(=O)Nc1ccc2c(c1)OCO2 (stereo not drawn)	6.4
COc1cc(C(=O)OCC#N)ccc1OCc1c(C)noc1C	35.8
CN(C)CC(C)(C)CNS(=O)(=O)c1ccc(Cl)cc1	6.9
CSC1=NC(C)(C)C=C(/C=C/c2ccc(Cl)cc2)N1	6.0
CC(C)Cc1nnc(NC(=O)CCC(=O)NC2CC2)s1	-4.4
CN(C)C(=O)[C@@H]1[C@@H](CO)[C@@H]2Cn3c(ccc(C4=CCCC4)c3=O)[C@H]1N2CC1CC1	5.0
CNC(=O)c1cc2c(s1)CCCCCC2	4.6
CC(=O)c1ccc(N2CCN(CC(=O)Nc3cc(C)on3)CC2)cc1	0.5
O=C(NCC(c1ccco1)N1CCc2ccccc2C1)c1ccccc1 (stereo not drawn)	-16.0
O=C1CN(c2ccc(Br)cc2)C(=O)N1CC(=O)N1CCCc2ccccc21	1.9
CN(C)C(=O)c1cccc(-c2ccc([C@@H]3[C@H]4CN(C(=O)C5CCC5)CC(=O)N4[C@H]3CO)cc2)c1	-6.9[25 µM]
O=S(=O)(c1ccccc1F)N1C[C@@H]2N[C@H](C1)C2c1ccc(-c2cccnc2)cc1 (stereo partly drawn)	-2.3
C/C=C/c1ccc([C@H]2[C@@H](CO)N(C(=O)Cc3ccccn3)[C@H]2C#N)cc1	0.7
O=C(NC1CCCN(CCc2ccccc2)C1)c1c[nH]c2ccccc12 (stereo not drawn)	11.0

Further structures
SMILES	CD40 NFkB inh
COC(=O)c1c(C)[nH]c(C)c1C(C)=O	8.3
Cc1ccc(CNC(=O)Cc2ccc(-n3cccc3)cc2)cc1	0.5
CCCC1Cc2nc(N3CCCCC3)c(C#N)cc2CO1 (stereo not drawn)	-6.2
Cc1nc(-c2nc(-c3c(C(=O)NN)noc3C)cs2)cs1	-66.0
Cc1nc(SCc2cccc(Oc3ccccc3)c2)n[nH]1	-63.0
CO[C@H]1CC[C@@H]2CCOc3c(C#N)cccc3C(=O)N(C)C[C@@H](OC)[C@H](C)C(=O)N(C)C[C@H]1O2	1.6[25 µM]
Cn1c(C(=O)OC(C(=O)NC(C)(C)C)c2cccnc2)cc2sccc21 (stereo not drawn)	6.0
O=C(C[C@H]1CC[C@H]2[C@@H](COC[C@@H](O)CN2C(=O)c2cnccn2)O1)N1CCN(c2ccccc2)CC1	1.7[25 µM]
CC(C)COC(=O)N(C)C[C@H]1OCc2ccccc2-c2ccccc2C(=O)N([C@H](C)CO)C[C@H]1C	-2.8[25 µM]
COc1cccc(C(=O)OCC(=O)N2CCc3ccccc3C2)c1OC	7.0
COc1ccc(C(=O)OCC2CC(c3ccccc3)=NO2)cc1OC (stereo not drawn)	-4.4
COc1ccc(S(=O)(=O)CCc2nnc(NC(=O)c3ccc(F)cc3)s2)cc1	9.2
O=C(NC1CCCC1)c1csc2c1CCCC2	-2.8
C[C@H](CO)N1C[C@H](C)[C@H](CN(C)Cc2ccc3c(c2)OCO3)Oc2c(NS(=O)(=O)c3cccs3)cccc2C1=O	16.5[25 µM]
N#CCCN(C(=S)NC(=O)C1CCCCC1)c1ccccc1F	-2.6

(cont.)
SMILES	CD40 NFkB inh
C[C@@H]1CN([C@@H](C)CO)C(=O)c2c(c3ccccc3n2C)-c2ccccc2CO[C@@H]1CN(C)C	-0.7[25 µM]
O=C(Nc1ccccc1F)N[C@@H]1CC[C@@H](CCNC(=O)C2CC2)O[C@@H]1CO	-3.8[25 µM]
CCOc1ccc(S(=O)(=O)N2CCN(C(=O)COc3ccc(Br)cc3)CC2)cc1	1.1
COc1ccccc1C(=O)NCCC(=O)N1CC=C(c2ccccc2)CC1	12.4
O=C(c1ccccc1)N1[C@H](CO)[C@H](c2ccccc2)C12CN(Cc1nccs1)C2	-2.9[25 µM]
CC(NC(=O)CN1C(=O)NC(C)(C2CC2)C1=O)c1ccc(F)cc1 (stereo not drawn)	9.2
Cc1cccc(C(=O)NCc2nnc(SCc3ccc(F)cc3)n2C)c1	10.5
CN1C[C@H](O)COC[C@@H]2O[C@H](CC(=O)NC3CCCC3)CC[C@H]21	2.8[25 µM]
CCCCNC(=O)Cc1ccc(Br)cc1	-9.6
Fc1ccc(CSc2nnc(-c3cnccn3)n2Cc2ccco2)cc1	-10.7
COC(=O)c1ccc(Oc2ccc3nnc(C)n3n2)cc1	4.0
CNC(=O)C[C@@H]1CC[C@H]2[C@@H](COc3ccc(NS(=O)(=O)c4ccc(F)cc4)cc3C(=O)N2C)O1	-24.9[25 µM]
CCN1CCN(C(=O)CSc2nc(N)cc(N)n2)CC1	-0.2
CCOC(=O)C1(C)CCCN(C(=O)c2ccc3c(c2)CCO3)C1 (stereo not drawn)	7.8
CO[C@H](CN(C)Cc1ccc2c(c1)OCO2)[C@H](C)CN(C(=O)c1ccccc1)[C@@H](C)CO	4.2[25 µM]

Overlap with the part before: seven entries, then new ones.
SMILES	CD40 NFkB inh
CCCCNC(=O)Cc1ccc(Br)cc1	-9.6
Fc1ccc(CSc2nnc(-c3cnccn3)n2Cc2ccco2)cc1	-10.7
COC(=O)c1ccc(Oc2ccc3nnc(C)n3n2)cc1	4.0
CNC(=O)C[C@@H]1CC[C@H]2[C@@H](COc3ccc(NS(=O)(=O)c4ccc(F)cc4)cc3C(=O)N2C)O1	-24.9[25 µM]
CCN1CCN(C(=O)CSc2nc(N)cc(N)n2)CC1	-0.2
CCOC(=O)C1(C)CCCN(C(=O)c2ccc3c(c2)CCO3)C1 (stereo not drawn)	7.8
CO[C@H](CN(C)Cc1ccc2c(c1)OCO2)[C@H](C)CN(C(=O)c1ccccc1)[C@@H](C)CO	4.2[25 µM]
Cn1c(=O)n(Cc2ccccc2)c(=O)c2c1nc1n2CCN1Cc1ccco1	22.1
COCCn1c(=S)[nH]c2ccccc21	9.9
O=C(COC(=O)c1c(F)cccc1F)Nc1ccc(N2CCCCC2)cc1	-13.3
Cc1ccc(C2(C)NC(=O)N(CC(=O)N3CCN(S(=O)(=O)c4ccc(Cl)s4)CC3)C2=O)cc1 (stereo not drawn)	-0.1
CCOC(=O)c1csc(CCNC(=O)c2ccccc2)n1	-0.3
O=C(NCc1ccncc1)c1ccc2nc([C@@H]3O[C@H](CO)[C@H](O)[C@H](O)[C@H]3O)[nH]c2c1	3.9
CCOc1ccc2oc(C(=O)NC(C)(C)CC)c(C)c2c1	-116.2
O=C(COc1nncc2ccccc12)Nc1ccc(F)c(F)c1	29.5
COc1cc(N)c2ncsc2c1	10.2
Cc1nn(-c2ccccc2)nc1C(=O)Nc1ccccc1C(=O)NCC1CC1	3.9
CCOC(=O)C1C(=O)C(=O)N(C(C)C)C1C(=O)OCC (stereo not drawn)	-1.5
O=C(c1ccccc1F)N1CC[C@@H]2[C@@H](CO)Nc3ccc(Br)cc3[C@@H]21	-5.4[25 µM]
COc1cc(OC)cc(C(=O)NNC(=O)CNC(=O)c2ccc(Br)o2)c1	4.1
COc1ccc(NC(=O)c2ccc(C(=O)Nc3ccc(OC)cc3OC)cc2)c(OC)c1	4.1
O=C1Nc2ccc([N+](=O)[O-])cc2OC1CCN1CCOCC1 (stereo not drawn)	6.0

Later entries:
SMILES	CD40 NFkB inh
Cc1cccc(NC(=S)NNC(=O)c2csc3c2CCC(C)C3)c1 (stereo not drawn)	-54.5
Cc1c2c(n3c(nc4ccccc43)c1C#N)N(CCCN(C)C)CC2	-15.1
CCn1c(=O)[nH]c(=O)c2c(N)c(C(=O)c3ccccc3OC)sc21	6.8
O=C(O)CC(CC(=O)Nc1ccc(Oc2ccccc2)cc1)c1ccccc1 (stereo not drawn)	4.9
Cc1nnc(SCC(=O)N(C)C2CCCCC2)n1C	-3.3
CCCCN(C(=O)C1=COCCO1)c1c(N)n(CCCC)c(=O)[nH]c1=O	5.0
CCCCn1c(SCC(=O)O)nc2ccccc21	2.2
CO[C@@H]1CN(C)C(=O)c2cc(NC(=O)NC(C)C)ccc2OC[C@@H](C)N(Cc2ccccc2)C[C@H]1C	3.4[25 µM]
CCN(Cc1ccccc1)S(=O)(=O)c1ccc(C(=O)N(CCCN(C)C)c2nc3c(C)c(C)ccc3s2)cc1	26.0
CSc1nc(N)n2nc(C)cc2n1	4.1
COc1ccc(C(=O)N/C(=C\c2cn(S(=O)(=O)N(C)C)c3ccccc23)C(=O)NC(C)C)cc1	3.3
OC[C@@H]1CN(Cc2cccc(C(F)(F)F)c2)C[C@H](n2cnc3c(NC4CC4)ncnc32)O1	-9.2
CC(=O)Nc1ccc2c(c1)C(=O)N(C)C[C@H](C)[C@H](CN(C)C(C)=O)O2	-5.7
Cc1noc(C)c1S(=O)(=O)N(C)C[C@H]1OCCCC[C@H](C)Oc2ccc(NS(=O)(=O)c3cn(C)cn3)cc2C(=O)N([C@@H](C)CO)C[C@@H]1C	2.3[25 µM]
Cc1cc(C)cc(NC(=O)Nc2ccc(N3CCCCC3)cc2)c1	-41.2

(listing goes on)
SMILES	CD40 NFkB inh
CS(=O)(=O)N1CC(=O)N2[C@H](CO)[C@@H](c3ccc(C#CCC4CCCC4)cc3)[C@@H]2C1	-22.6[25 µM]
Cc1ccc(S(=O)(=O)N(C)C[C@H]2OCCCC[C@@H](C)Oc3ccc(NC(=O)c4ccncc4)cc3C(=O)N([C@@H](C)CO)C[C@@H]2C)cc1	4.9[25 µM]
COc1ccc(CN(C)C(=O)c2cnc(C)cn2)c(OC)c1OC	-0.8
COC1OC2COC(c3ccccc3)OC2C(OC(C)=O)C1OC(C)=O (stereo not drawn)	3.1
CC(C)Cc1nnc(NC(=O)c2ccc3c(c2)OCCO3)s1	5.6
O=C(NCc1ccc2c(c1)OCO2)c1cc(-c2ccncc2)nc2ccccc12	8.1
O=C(COC(=O)c1cc(-c2ccccc2)nc2ccccc12)NCC1CCCO1 (stereo not drawn)	10.2
CN1CCC(N(C)S(=O)(=O)c2ccc(NC(=O)COc3ccc(Br)cc3Cl)cc2)CC1	2.0
O=C(CSc1cccc[n+]1[O-])Nc1cc(Cl)ccc1[N+](=O)[O-]	0.1
Cc1ccccc1S(=O)(=O)N1CCCCN2[C@H](CO)[C@@H](c3ccc(C#CCN(C)C)cc3)[C@@H]2C1	-5.2[25 µM]
COc1ccc(-c2ccccc2[C@H]2[C@@H](C#N)N(C(=O)C3CCC3)[C@H]2CO)cc1	4.4[25 µM]
CC(=O)c1c(C)n(-c2ccccc2)c2ccc(OCC(O)CN3CCOCC3)cc12 (stereo not drawn)	-6.6
CC(=O)N1c2cc3ccccc3cc2N(C(C)=O)c2cc3ccccc3cc21	-1.3
COc1ccc(S(=O)(=O)N2CC[C@@H]3[C@H](CO)Nc4ccc(Br)cc4[C@@H]32)cc1	-10.8[25 µM]
CCOC(=O)C1CCCN(C(=O)c2ccccc2)CC1 (stereo not drawn)	5.2

Continuation:
SMILES	CD40 NFkB inh
O=S(=O)(NCCCN1CCOCC1)c1ccc2ccccc2c1	4.4
COc1ccc(CNC(=O)C[C@H]2CC[C@H](NC(=O)c3ccc4c(c3)OCO4)[C@@H](CO)O2)cc1	7.3
Cc1cccc(NS(=O)(=O)c2ccc(C(=O)N3CCCC3)cc2)c1C	6.8
CC1Cc2ccccc2N1S(=O)(=O)c1cnc[nH]1 (stereo not drawn)	18.2
Cc1nn(C(CC(=O)O)C(=O)O)c(C)c1Br (stereo not drawn)	29.6
CN1C(=O)c2cc(NC(=O)C3CCC3)ccc2OC[C@@H]2O[C@@H](CC(=O)NCc3ccccc3F)CC[C@H]21	2.3
COc1ccc(OC)c(N(CC(=O)Nc2cccnc2)S(C)(=O)=O)c1	0.3
CC(C)NC(=O)N(C)C[C@H]1Oc2c(cccc2[N+](=O)[O-])C(=O)N(C)C[C@@H]1C	8.2
CC=Cc1ccc2n(c1=O)C[C@@H]1[C@@H](CO)[C@H](C(=O)Nc3nccs3)N(Cc3cc(F)ccc3F)[C@H]21 (mixture of isomers)	-8.5
O=C(Nc1cc(C(F)(F)F)ccc1-n1cncn1)c1cn2ccccc2n1	-12.5
O=C(COc1ccc(Cl)cc1)Nc1cccc(S(=O)(=O)NCc2ccco2)c1	-3.4
O=C(COc1cc(F)ccc1[N+](=O)[O-])NCC1CCCO1 (stereo not drawn)	16.4
CCCC(=O)Nc1nnc(-c2ccco2)s1	-36.1
O=C(Nc1ccc(S(=O)(=O)NCc2ccco2)cc1)c1ccncc1	6.7
O=C(NC1CC(=O)N(c2ccc(F)cc2)C1)C(=O)c1c[nH]c2ccccc12 (stereo not drawn)	4.5

Additional structures:
SMILES	CD40 NFkB inh
COc1ccc(/C(C)=N\NS(C)(=O)=O)c(OC)c1	3.7
Cc1cc(-c2cccs2)n[nH]1	1.0
C[C@H](CO)N1C[C@H](C)[C@@H](CN(C)C(=O)CN2CCOCC2)Oc2ncc(-c3ccncc3)cc2C1=O	-15.2[25 µM]
CCCCN(C)C(=O)c1nc2ccccn2c1CN1CCSCC1	-11.8
Cc1ccc(-c2nc3ncccc3o2)cc1NC(=O)c1cccnc1	6.9
O=C(C[C@@H]1C[C@@H]2c3cc(NC(=O)Nc4ccc(C(F)(F)F)cc4)ccc3O[C@@H]2[C@H](CO)O1)NCc1cc(F)ccc1F	17.8[25 µM]
CN(C)C(CNC(=O)c1ccc(S(=O)(=O)Nc2cccc(C(F)(F)F)c2)cc1)c1ccco1 (stereo not drawn)	17.6
CC1CC(C)CN(C(=O)C2CCCN(S(=O)(=O)c3cccc4nonc34)C2)C1 (stereo not drawn)	1.1
C[C@@H]1CN([C@@H](C)CO)C(=O)CCCn2nncc2CO[C@H]1CN(C)Cc1ccc2c(c1)OCCO2	3.5

Screening data from PubChem BioAssay.

Some of the compounds tested; count on the stated rates, not on these rows.
